Screens (PubChem BioAssay)
esBAF inh: blocks esBAF chromatin remodeling in mouse ES cells | Bmi1-luciferase knock-in reporter, 24 h; 100% = twice the neutral-well signal | 2% of 350,000 active | reporter increase, % at 12.5 µM; in the data active = activation above about 40%; inconclusive = no clear call, values can overlap the other calls;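 note: 0% = median of the plate's neutral control wells and 100% = double that signal; a rise in the Bmi1 reporter signal indicates esBAF inhibition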
RAD54 inh: blocks human RAD54 Holliday junction branch migration; FAM/BHQ fluorescence; Q92698; 0.14% of 360,000 active; inhibition, % at 10.4 µM; AID 602329;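 active = mean normalized replicate activity at least 40 and at least half of replicates scoring 40 or more; inconclusive = only one of the two criteria met; inactive = mean below 40 and under half of replicates reaching 40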;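 note: 0% = median of neutral control wells and 100% = median of positive control wells; inhibitors cause a drop in the FAM fluorescence signal; in these data hits start at about 50%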
Target sequence (Q92698 whole entry, looked up): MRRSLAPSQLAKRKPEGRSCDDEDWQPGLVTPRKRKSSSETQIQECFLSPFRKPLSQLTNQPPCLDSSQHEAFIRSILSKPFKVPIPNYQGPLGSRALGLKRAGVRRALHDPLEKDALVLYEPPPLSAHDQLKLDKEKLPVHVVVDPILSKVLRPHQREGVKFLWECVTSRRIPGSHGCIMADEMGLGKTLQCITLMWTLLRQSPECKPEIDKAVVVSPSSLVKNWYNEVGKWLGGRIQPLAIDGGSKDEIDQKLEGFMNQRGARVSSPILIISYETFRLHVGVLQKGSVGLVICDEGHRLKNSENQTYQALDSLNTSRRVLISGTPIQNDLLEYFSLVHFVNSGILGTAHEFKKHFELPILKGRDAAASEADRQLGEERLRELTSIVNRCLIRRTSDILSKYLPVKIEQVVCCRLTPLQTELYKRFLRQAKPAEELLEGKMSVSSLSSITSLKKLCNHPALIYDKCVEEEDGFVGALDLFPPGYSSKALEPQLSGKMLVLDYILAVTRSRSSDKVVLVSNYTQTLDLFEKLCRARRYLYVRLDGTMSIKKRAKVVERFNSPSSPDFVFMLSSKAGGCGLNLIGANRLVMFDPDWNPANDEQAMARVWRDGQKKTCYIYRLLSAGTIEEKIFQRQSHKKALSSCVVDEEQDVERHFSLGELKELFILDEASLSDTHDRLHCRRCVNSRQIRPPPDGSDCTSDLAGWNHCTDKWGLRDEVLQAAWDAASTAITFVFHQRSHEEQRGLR
* marks the source's active call; other numbers are inactive results; u = inconclusive.

canonical_smiles,esBAF inh,RAD54 inh
Cc1cc(C(=O)N/N=C/c2ccccc2Br)no1,u,-4.3
COc1cc(C(=O)N2CCN(c3ccc([N+](=O)[O-])cc3)CC2)ccc1OCc1c(C)noc1C,-9.6,-1.9
CC(C)(C)n1ncc2c(=O)n(CC(=O)c3ccc(Cl)cc3)cnc21,74.5*,-0.4
CCOC(=O)c1cc(NC(=O)Nc2ccc(OC)c(OC)c2)c(C)nc1C,8.7,12.1
Cc1ccc2[nH]cc(C(=O)CN3CCN(C)CC3)c2c1,-1.4,4.3
N#C/C=C1/NC(=O)c2ccccc2S1,-5.4,2.1
O=c1oc2ccccc2c(NC2CCCCC2)c1NS(=O)(=O)c1ccc(Br)cc1,4.4,4.8
CCOC(=O)N1CCN(C(=O)CSc2nc3ccccc3c(=O)n2-c2ccccc2)CC1,13.1,-5.2
CC1CCCCN1C(=O)CSc1nnc(Cc2ccccc2)n1C (centres undefined),-11.3,-28.8
COc1ccc(S(=O)(=O)N2CCN(C(=O)c3c(C)nn(-c4ccccc4)c3Cl)CC2)cc1,-15.7,1.2
O=c1c2c(nc3cc(-c4cccc(Cl)c4)[nH]n13)CCC2,-6.4,-16.0
CCn1c(SCC(=O)Nc2cc(C)on2)nnc1-c1ccco1,0.9,-12.9

The list goes on.
canonical_smiles,esBAF inh,RAD54 inh
O=C(NCCc1ccccn1)C(F)(F)C(F)(F)C(F)(F)C(F)(F)C(F)(F)C(F)(F)C(F)(F)C(F)F,-5.7,-2.1
COc1cc(CNCCSc2nnnn2C)cc(Br)c1OCc1ccccc1F,4.2,-8.1
Cc1noc(C)c1C(=O)NCc1ccccc1,-4.7,-5.6
CCn1c(O)c(N=NC2=NC(=O)CS2)c2cc(C)ccc21,-6.1,9.4
O=C(Cc1c(F)cccc1Cl)c1ccc(O)cc1O,10.7,-14.9
Cc1cc(N2CCC(C)CC2)nc2ccc(N3C(=O)CCC3=O)cc12,29.1,1.6
Cc1ccc(C)c(S(=O)(=O)Nc2ccc(-n3cnnn3)cc2)c1,-3.4,1.5
CCNC(=O)c1sc(=S)n(-c2ccc(C)cc2)c1N,-0.5,0.5
CN1Cc2cc(C(=O)c3ccccc3O)cnc2NC1=O,-4.7,8.3
COC(=O)C1=C(C(=O)OC)[C@@H]2N(Cc3ccccc3)c3ccccc3[C@@]23C[C@@H](C(=O)OC)N(C(=O)COCc2ccccc2)C3=N1,-1.5,-3.1
O=C(CSc1nnnn1C1CCCCC1)Nc1nc2c(s1)CCCC2,-6.7,3.6
O=C(CSc1ccccc1)N1CCN(c2ccccc2)CC1,17.6,-4.0

(cont.)
canonical_smiles,esBAF inh,RAD54 inh
CCCC(C)c1nc(C(N)=O)c2[nH]c(=O)n(-c3ccc(OC)cc3OC)c2n1 (centres undefined),-0.2,-6.5
CCC(C)C(N)C1=NC(C(=O)N[C@@H](CC(C)C)C(=O)N[C@H](CCC(=O)[O-])C(=O)N[C@H](C(=O)N[C@H]2CCCCNC(=O)[C@H](CC(N)=O)NC(=O)[C@@H](CC(=O)[O-])NC(=O)[C@H](Cc3cnc[nH]3)NC(=O)[C@@H](Cc3ccccc3)NC(=O)[C@H]([C@@H](C)CC)NC(=O)[C@@H](CCCN)NC2=O)[C@@H](C)CC)CS1.[Zn+2] (some centres undefined),1.3,4.0
CCNC(=O)N1C(CC(=O)OCC)C(=O)NC2CCCCC21 (centres undefined),3.6,-5.0
CC(C)(C)n1ncc2c(=O)n(CC(=O)N3CCCCCC3)cnc21,16.4,0.4
Cc1cc(/C=C2\SC(=Nc3ccccc3)NC2=O)c(C)n1-c1ccc(S(N)(=O)=O)cc1,2.0,-6.1
Cc1ccc(S(=O)(=O)N2CCN(S(=O)(=O)c3ccc(C)cc3)C3OCCOC32)cc1 (centres undefined),3.3,-0.8
CC1CCN(C(=O)CSc2nncn2-c2ccccn2)CC1,3.8,-2.8
O=C(Oc1cccc(-n2cnnn2)c1)C1CCCCC1,-3.7,7.9
O=C(CSc1nc2ccccc2o1)Nc1nc2ccccc2s1,34.2,2.1
COc1ccc(NC(=O)CSc2nc(C)cs2)cc1OC,-2.4,-1.4
CCOc1cc(C#N)c(NC(=O)c2ccco2)cc1OCC,-14.8,5.5
CCOc1ccc(S(=O)(=O)N(CC(=O)N/N=C/c2ccc(-c3ccc([N+](=O)[O-])cc3)o2)c2ccccc2)cc1,8.9,-5.4

The results go on:
canonical_smiles,esBAF inh,RAD54 inh
CC1(C)Cc2c(sc3c2c(=N)n(Cc2ccco2)c(=O)n3Cc2ccc(F)cc2)CO1,0.8,-4.2
CCOc1cc(S(=O)(=O)n2c(C)nc3ccccc32)ccc1F,2.7,-13.9
O=S(=O)(c1cc(Cl)ccc1Cl)N1CCCC1,-6.8,-4.2
Cc1cccc2c1nc(-c1ccccc1)n1nnnc21,-2.2,3.2
CCOC(=O)Nc1nnc(CCc2ccccc2)s1,-2.5,-6.5
O=C(CN1C(=O)CCS(=O)(=O)c2ccccc21)Nc1ccc2c(c1)OCCO2,-3.4,-4.4
COc1ccc(CNC(=O)CCNS(=O)(=O)c2ccc3c(c2)oc(=O)n3C)cc1,3.9,-9.3
CCNc1nc(OC)nc(SCC(N)=O)n1,1.2,3.6
O=C(Nn1cnnc1)c1ccccc1CCc1ccccc1,9.4,4.2
C=CCn1c(-c2ccco2)n[nH]c1=S,-1.7,-6.4
CCOC(=O)Cc1cc(=O)n(-c2nc3ccccc3s2)[nH]1,3.2,9.5
O=c1cc(N2CCN(c3ccc(F)cc3)CC2)[nH]c(=O)n1C1CCCCC1,-8.1,9.5

Reprinted at random: six records from the list
canonical_smiles,esBAF inh,RAD54 inh
O=C(CN1C(=O)CCS(=O)(=O)c2ccccc21)Nc1ccc2c(c1)OCCO2,-3.4,-4.4
Cc1cccc2c1nc(-c1ccccc1)n1nnnc21,-2.2,3.2
CCOC(=O)Nc1nnc(CCc2ccccc2)s1,-2.5,-6.5
CCOC(=O)Cc1cc(=O)n(-c2nc3ccccc3s2)[nH]1,3.2,9.5
C=CCn1c(-c2ccco2)n[nH]c1=S,-1.7,-6.4
CCNc1nc(OC)nc(SCC(N)=O)n1,1.2,3.6

Continued.
canonical_smiles,esBAF inh,RAD54 inh
CCOc1ccc(NS(=O)(=O)c2cc(Cl)ccc2OC)cc1,2.9,-11.0
N=c1n(CCOc2ccccc2)c2ccccc2n1CCN1CCOCC1,5.2,0.0
Cc1nc2ccc(NC(=O)c3cc(S(=O)(=O)N4CCOCC4)ccc3C)cc2s1,7.1,-4.7
O=C(Nc1ccc(CN2CCOCC2)cc1)c1cccs1,14.0,-9.5
Cc1ccc(C(=O)N2CCN(C3c4cccc5cccc(c45)C3NS(=O)(=O)c3ccccc3)CC2)cc1 (centres undefined),-11.7,3.7
CC(c1nnnn1C1CCCCC1)N(Cc1ccccc1)Cc1cccnc1 (centres undefined),-1.6,3.3
Cc1cc([N+](=O)[O-])nn1CC(=O)NCc1cccs1,0.0,0.3
COc1ccc(S(=O)(=O)CCC(=O)NC2CCCCC2)cc1,4.1,5.0
CCOc1ccc(CCNC(=O)CCc2nc(-c3ccc(C)cc3)no2)cc1OCC,4.3,-1.2
COc1ccc(-c2cc(C(F)(F)F)n3nc(C(=O)N4CCOCC4)c(Cl)c3n2)cc1,-6.2,-4.0
O=c1[nH]c2cccnc2n1Cc1ccccc1,1.3,9.5
CCC(=O)c1ccc(CCCCCC(=O)O)s1,16.2,-3.9

Next structures follow:
Sequence of screens – esBAF inh	RAD54 inh
Cc1ccc(N(CC(=O)N2CCn3c2nc2ccccc23)S(=O)(=O)c2c(C)n[nH]c2C)cc1
 : 0.2	2.7
O=C(c1cccs1)N1CCN(C(=O)C2CCCO2)CC1 (centres undefined)
 : 1.2	-2.3
O=C(NCCOc1ccccc1)c1ccccc1
 : -2.2	6.0
O=C(NCc1ccco1)c1cc(-c2cccs2)on1
 : 22.9	-1.5
O=C(COc1ccc(S(=O)(=O)Nc2ccccc2)cc1)N1CCOCC1
 : 6.3	3.6
COc1ccc([C@H](C)NC[C@H](O)c2ccc(O)c(NC=O)c2)cc1
 : 1.7	-7.0
COc1cc(OC)c(C(=O)Nc2ccc3ccccc3c2)cc1OC
 : 53.7*	5.0
CCOc1ccc(N(C(=O)Nc2ccccc2)C2=NCCC2)cc1
 : 4.1	-8.5
c1ccc(-c2nc3ccccc3nc2N2CCOCC2)cc1
 : -4.2	-3.2
Cc1cc(NC(=O)CCN2C(=O)C3C4C=CC(C4)C3C2=O)c2ccccc2n1 (centres undefined)
 : 3.3	7.6
Cc1cccc(C2=NN(c3ccc(Br)cc3)[C@@H](C(=O)N3CCOC3=O)[C@@H]2c2ccc(Cl)cc2)c1
 : 3.1	8.3
O=C(CCc1ccc(S(=O)(=O)NC2CCCCC2)cc1)NCc1ccccc1
 : 5.6	4.8
Clc1cccc(Cl)c1CSc1nnc(-c2sccc2-n2cccc2)o1
 : 0.9	-3.4
Cc1c(NC(=O)CC(=O)Nc2c(C)n(C)n(-c3ccccc3)c2=O)c(=O)n(-c2ccccc2)n1C
 : -4.3	-0.8
N#CCC(=O)Nc1ccccc1C(=O)O
 : -3.8	0.4
Nc1ccccc1SCC(O)Cn1ccc2ccccc21 (centres undefined)
 : 7.4	5.2
O=C(NNS(=O)(=O)c1ccc(Cl)cc1)NC1CCCCC1
 : -6.6	10.6
O=C(Nc1ccc2nc(C3CC3)n(Cc3ccc(F)cc3)c(=O)c2c1)c1ccco1
 : 16.1	1.7
Cc1ccc(NC(=S)NC(NC(=O)c2ccccc2C)C(Cl)(Cl)Cl)c(C)c1 (centres undefined)
 : 4.8	0.2
CCOC(=O)c1cc(-c2ccc(C)o2)nn1CCC#N
 : -4.4	-5.1
CCOc1ccc(Br)cc1-c1noc(-c2cccs2)n1
 : -9.7	4.7
O=C(CSc1ncnc2c1nnn2-c1ccc(F)cc1)NCc1ccco1
 : -10.4	-5.9
CCC1(CC)C(=O)C(C)(C)C(=O)OC1c1ccccn1 (centres undefined)
 : 0.4	-8.0
Cc1cc2cc(CN(CC3CCCO3)C(=O)c3cnccn3)c(=O)[nH]c2cc1C (centres undefined)
 : -2.6	2.3
CCOCCCNC(=O)/C(C#N)=C/c1ccc(-c2ccc(S(=O)(=O)N3CCOCC3)cc2)o1
 : -0.9	-9.0
OC(COc1ccc2c(c1)CCC2)CN1CCN(c2ccccc2F)CC1 (centres undefined)
 : -10.3	2.8
CC1(C)Oc2ccc3ccc(=O)oc3c2/C(=C/NCCO)C1=O
 : -17.1	10.9
O=S(=O)(N[C@@H]1C[C@H]2CC[C@@H]1C2)c1cccs1
 : -8.0	1.9
C/C(=N\OC(=O)c1ccccc1)c1cc(-c2ccc(Cl)cc2)no1
 : 7.4	9.1
O=C(Nc1ccc2c(c1)OCCO2)c1ccc(Cl)c(S(=O)(=O)N2CCCCC2)c1
 : u	-9.1

The list continues.
Sequence of screens – esBAF inh	RAD54 inh
Cc1ccc(/C=C/C2=NN(Cc3ccccc3Cl)C(=O)CC2)cc1
 : 8.8	2.4
N/C(=N\OC(=O)Cc1ccc(Cl)cc1)c1ccccn1
 : 46.9*	-11.4
O=C(NCc1ccccn1)c1ccc(CS(=O)(=O)Cc2ccc(Cl)cc2)o1
 : -2.4	-4.9
COc1ccccc1C1/C(=C(/O)c2ccccc2)C(=O)C(=O)N1CC(C)O (centres undefined)
 : -8.0	-17.4
O=S(=O)(c1cnccc1N1CCN(/N=C/c2ccc(Br)cc2)CC1)N1CCCCC1
 : 1.1	-1.9
CCCCCn1c(CCC(=O)Oc2ccccc2OC)nc2c1c(=O)[nH]c(=O)n2CCCC
 : -1.9	10.9
Cc1cc(Cl)ccc1OC(C)C(=O)NCCCCc1ccccc1 (centres undefined)
 : -6.0	-8.8
O=C(Nc1ccc(Cl)cc1)C1C2CCC3C(CCC21)C3(Cl)Cl (centres undefined)
 : -3.2	-3.8
COC(=O)C1=C(C)NC(=O)/C1=C\c1cccs1
 : 1.2	0.7
CC1CC(Nc2cccc(O)c2)=CC(=O)O1 (centres undefined)
 : -4.1	-8.0
O/N=C(/Cc1ccccn1)c1ccccc1
 : -1.6	-4.5
CCc1cc2c(=O)n(Cc3ccco3)c(SCC(=O)N3CCCc4ccccc43)nc2s1
 : -1.6	2.0
CCOC(=O)c1ccc(NC(=O)COc2ccc(-n3cnnn3)cc2)cc1
 : -1.6	8.4
CC[C@]1(C(=O)OC)[C@H]2C(=O)N(Cc3ccccc3)C(=O)[C@H]2[C@H]2CN(C)C(=NC)N21
 : -1.8	-12.0
COc1ccc(Cn2nnnc2C(CC(C)C)N2CCN(c3ccccc3)CC2)cc1 (centres undefined)
 : -2.9	6.9
Cn1c(N)c(C(=O)COC(=O)c2cccs2)c(=O)n(C)c1=O
 : -9.6	-6.1
COC(=O)CNc1n[nH]c(=S)[nH]c1=O
 : -6.4	2.2
CCOc1cc(C(=O)N(C)c2ccccc2)cc(OCC)c1OCC
 : 3.9	-7.6
Cc1ccc(NC(=O)CSC2=C(C#N)C(c3ccco3)C3=C(CC(C)(C)CC3=O)N2)cc1 (centres undefined)
 : -7.2	-12.0
CC(C)Cn1c(N)c(C(=O)NCC2CCCO2)c2nc3ccccc3nc21 (centres undefined)
 : -17.2	-1.0

Some of the compounds tested; rates above refer to the full screens.
